# KDM5B inh: inhibitors of human KDM5B histone demethylase | KDM5B demethylase, FDH-coupled NADH fluorescence (FDH is formaldehyde dehydrogenase) | Potency, µM (doses to about 57.7 µM), without a hit: at the top dose activity change, negative = inhibition, usual class: inhibitors | actives 2.6% (n = 220,000) | AID 1347165; active means well fitted inhibition curve with a large enough effect; inconclusive means small, poorly fitted or top-dose-only effect; inactive means no such curve, though single readings can be large or run the other way; further: 0% is about no effect; nearly all actives have a fitted effect of over 70% in size
# Target sequence (Q9UGL1 whole entry, looked up): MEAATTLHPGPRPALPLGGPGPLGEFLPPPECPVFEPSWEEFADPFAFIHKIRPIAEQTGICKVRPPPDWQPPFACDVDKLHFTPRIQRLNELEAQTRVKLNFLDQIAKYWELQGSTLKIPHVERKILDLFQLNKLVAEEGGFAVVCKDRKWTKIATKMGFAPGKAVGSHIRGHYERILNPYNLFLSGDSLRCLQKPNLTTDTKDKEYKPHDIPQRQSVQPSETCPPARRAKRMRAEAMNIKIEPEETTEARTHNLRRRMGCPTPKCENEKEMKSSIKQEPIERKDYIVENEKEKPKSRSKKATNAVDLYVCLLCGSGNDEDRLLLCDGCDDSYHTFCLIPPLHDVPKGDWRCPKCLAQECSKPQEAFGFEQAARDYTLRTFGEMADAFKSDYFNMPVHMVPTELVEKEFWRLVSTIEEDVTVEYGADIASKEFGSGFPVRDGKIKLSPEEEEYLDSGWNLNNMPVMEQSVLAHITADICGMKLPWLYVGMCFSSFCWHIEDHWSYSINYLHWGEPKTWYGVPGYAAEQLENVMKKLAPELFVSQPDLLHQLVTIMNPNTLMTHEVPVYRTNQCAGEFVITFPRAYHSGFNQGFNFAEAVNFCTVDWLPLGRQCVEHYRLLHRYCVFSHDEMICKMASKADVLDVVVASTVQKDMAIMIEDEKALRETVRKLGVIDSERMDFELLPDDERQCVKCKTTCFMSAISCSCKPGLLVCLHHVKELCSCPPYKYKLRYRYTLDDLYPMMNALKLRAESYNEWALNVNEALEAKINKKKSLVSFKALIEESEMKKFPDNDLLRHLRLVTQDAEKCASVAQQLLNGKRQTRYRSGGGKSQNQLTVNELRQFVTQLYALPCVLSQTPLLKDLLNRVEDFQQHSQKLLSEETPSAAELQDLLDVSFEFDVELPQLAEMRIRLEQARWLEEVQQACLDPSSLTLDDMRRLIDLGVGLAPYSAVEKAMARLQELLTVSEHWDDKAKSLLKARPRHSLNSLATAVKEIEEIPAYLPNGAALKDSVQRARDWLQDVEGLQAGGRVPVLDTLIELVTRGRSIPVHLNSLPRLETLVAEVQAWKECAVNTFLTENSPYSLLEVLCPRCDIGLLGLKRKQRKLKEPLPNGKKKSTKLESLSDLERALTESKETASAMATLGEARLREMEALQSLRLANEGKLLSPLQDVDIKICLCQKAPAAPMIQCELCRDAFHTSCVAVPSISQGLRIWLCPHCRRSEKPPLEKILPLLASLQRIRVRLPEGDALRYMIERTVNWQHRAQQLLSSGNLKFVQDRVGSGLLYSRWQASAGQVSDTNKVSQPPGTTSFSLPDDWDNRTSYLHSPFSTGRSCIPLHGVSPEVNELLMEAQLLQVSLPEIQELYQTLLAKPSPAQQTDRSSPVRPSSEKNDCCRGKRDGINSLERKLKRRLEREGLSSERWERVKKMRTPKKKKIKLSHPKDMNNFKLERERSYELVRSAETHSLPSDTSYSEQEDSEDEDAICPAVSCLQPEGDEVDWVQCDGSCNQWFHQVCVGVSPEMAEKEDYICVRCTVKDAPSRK
#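 KDM5BΔAP (200 nM final) in 50 mM HEPES pH 7.5, 0.01% Tween-20 was preincubated 10 min at RT with compound over a concentration range. Substrate mix (H3K4me3 12.5 µM, α-KG 25 µM, Fe²⁺, ascorbate, NAD⁺, FDH) was added, and NADH fluorescence change over 30 min gave dose-response curves.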
# Numbers without * were called inactive; ? = inconclusive; & = joins results of further samples; [ ] = remark or other dose. Potency means the concentration at half of the fitted maximal effect. Some of the compounds tested; the hit share may differ from the screen's.
SMILES,KDM5B inh
Cc1ccc(C)c(N2CCN(C(=O)c3ccc4c(c3)N(Cc3ccc(F)cc3)C(=O)c3ccccc3S4=O)CC2)c1 (configuration not stated),-6%
CO[C@@]1(C)C[C@@H](O)C12CCN(C(=O)CCn1c(C)cccc1=O)CC2,-15%
CN1CCC(C(=O)N2CCC3(CC2)CN(S(=O)(=O)c2ccccc2)CCO3)CC1,9%[115 µM]
Cc1cccc(C)c1NC(=O)CN1CCN(Cc2nc3ccccc3o2)CC1,9%
Cc1cc(C(F)(F)F)nn1CC(=O)NC1CCc2nnc(C3CC3)n2CC1 (configuration not stated),-28%
CC(C)(CNC(=O)C1CCN(C(=O)c2ccc(F)cc2)CC1)N1CCCCC1,11%
N#CC1(NC(=O)CNc2ccc(-c3nnnn3C3CC3)cc2)CCCC1,-4%
OC[C@@H]1CNC[C@H]1C1CCN(Cc2cccc(C(F)(F)F)c2)CC1,4%
COCCN1C(=O)[C@H]2CN(Cc3cc(OC)ccc3OC)C[C@H]2C1=O,-20%
N#C/C(=C/c1ccco1)C(=O)NC1CC1,12%
CCNC(=O)c1cccc2c1CCN2C(=O)Nc1ccc(C)cc1,7%
Cc1cc(C)c(/C=N/NC(=O)C2CC23CCC3)c(C)c1 (configuration not stated),-6%
O=C(NCC1CCN(c2cc(-c3ccccc3)[nH]n2)CC1)c1ccc(=O)[nH]c1,-27%
CCc1ccc(NC(=O)Cn2c(C)ccc(NS(=O)(=O)c3ccc(C)cc3)c2=O)cc1,-17%
Cc1ccc(S(=O)(=O)N2CCN(C(=O)c3nn(C(C)C)c(=O)c4ccccc34)CC2)cc1,11%
Cc1nc(-c2cccnc2)[nH]c(=O)c1CC(=O)N(C)C(C)C(C)(C)C (configuration not stated),6%
CC(C)c1cccc(NC(=O)CCn2ccn3nc4c(c3c2=O)CCCC4)c1,-6%
Cc1cccc(Cn2nnc3c(=O)[nH]c(C4CCN(C(=O)c5ccccc5F)CC4)nc32)c1,4%
Cc1ccccc1OCCSc1nc2ccc(NC(=O)c3cccs3)cc2s1,?
O=C(CCN1C(=O)c2ccccc2S1(=O)=O)Nc1ccc(C(=O)O)cc1,7%
CC(Sc1cc(Cl)ccc1Cl)C(=O)NCCc1ccccn1 (configuration not stated),12%
COc1cc(OC)c(NC(=O)Cn2c(=O)nc(-c3ccccc3)c3ccccc32)cc1Cl,-17%
CS(=O)(=O)c1ccc(CN2CCN(c3ncc(F)cn3)CC2)cc1,-5%
COc1ccc(OC)c(N(CC(=O)N2CCCC2)S(=O)(=O)c2ccccc2)c1,-15%
COC(=O)c1cc(-c2cc(OC)c(OC)c(OC)c2)nc2ccccc12,-16%
CCOC(=O)CSc1nnc(NC(=O)CN2CCCCC2)s1,17%
CCOc1ccccc1NC(=O)C(CC)Sc1nc2ncccc2[nH]1 (configuration not stated),1%
COC(=O)c1ccc(NC(=O)C2=Cc3ccccc3OC=C2)cc1,?
COc1ccc(C(=O)Oc2ccc3c(=O)c(-c4ccccc4)coc3c2)cc1,17%
CCOc1ccc2oc(C(=O)Nc3ccc4c(c3)OCO4)c(C)c2c1,?
O=C(OCc1cccnc1)c1nn(Cc2ccccc2)c(=O)c2ccccc12,9%
CCn1c(=O)n(CC)c2cc(N3CCCCC3)c(NC(=O)Nc3cc(OC)ccc3OC)cc21,22%
Cn1c(=O)c2c(nc(NC3CCCCC3)n2Cc2cccc(Br)c2)n(C)c1=O,?
COc1cccc(-c2nn(C)c3sc(C(=O)N4CCN(c5cccc(C(F)(F)F)c5)CC4)cc23)c1,31%[activator]
N#Cc1ccccc1NC(=O)c1ccc2c(c1)OCCO2,-19%
Cc1cc(C(=O)CSc2nnc(COc3ccccc3Cl)n2C)c(C)n1Cc1cccs1,-1%
COCCn1cc(C(=O)NCCc2cccc(Cl)c2Cl)ccc1=O,4%
CNC(=O)c1ccccc1NCC(=O)Nc1sc2c(c1C#N)CCCCC2,-28%
CCOc1cc2c(cc1OCC)C(c1c(F)cccc1Cl)CC(=O)N2 (configuration not stated),-2%
COc1cc2c(C(=O)N3CCN(c4ccc(C)cc4)C(C)C3)cn(CC(C)C)c(=O)c2cc1OC (configuration not stated),-6%
N#CC1(C(=O)NCc2ccccc2)CCCC1,5%
COc1ccc(OC)c2c1C(=O)C(Cl)=C(Cl)C2=O,?
O=C(NN1CCOCC1)c1cn(-c2ccccc2)nc1-c1cccs1,19%
CCN1CCN(C(=O)c2ccc3c(c2)N(Cc2ccccc2)C(=O)c2ccccc2S3(=O)=O)CC1,-29%
O=C(c1ccccc1Cl)N1CCn2c(nn(-c3ccncc3)c2=O)C1,6%
CCCCOc1ccc2c(=O)c(-c3cc(C(=O)OC)oc3C)c(C)oc2c1,-24%
CCCCN1C(=O)[C@@H]2C[C@@H](O)CN2C2(CN(C(C)C)C2)C1=O,-11%[86.2 µM]
O=C1CCN(Cc2ccncc2)CCCC(C(=O)Nc2cccnc2)CCN1 (configuration not stated),?
Cc1cccc(NC(=O)CSc2ccc(-c3ccccn3)nn2)c1,?
CC(=O)Nc1ccc(S(=O)(=O)N2CC[C@@H](CC(=O)O)[C@@H](CCN3CCCCC3)C2)cc1,-21%
# Following part:
SMILES,KDM5B inh
Cc1ccc(NC(=O)Nc2nnc(Cc3ccc(F)cc3)s2)cc1,14%
CCOC(=O)c1c(NC(=O)C(C)Sc2cn(CCNC(=O)c3ccc(OC)c(OC)c3)c3ccccc23)sc2c1CCC2 (configuration not stated),-10%
CC(C)N1C(=O)C2(CCCCC2)C1C(=O)N1CCN(c2ccccc2)CC1 (configuration not stated),-8%
COc1ccc(N2CCN(C(=O)c3c(OC)cc(=O)n4c3CCCC4)CC2)cc1,-13%
CCN1CCN(Cc2cc(=O)oc3cc(C)c(Cl)cc23)CC1,-22%
Cc1cc2oc(C(=O)Nc3cccc(C(F)(F)F)c3)cc(=O)c2cc1C,11%
COC(=O)c1ccc(OCC2c3cc(OC)c(OC)cc3CCN2C(=O)c2ccc(OC)cc2)cc1 (configuration not stated),-11%
CC1CCCC(NC(=O)c2ccc3ccccc3c2)C1C (configuration not stated),12%
C[S+](=O)([O-])c1ccc(-c2nc(C(=O)NCCc3ccc(Cl)cc3)n3ccccc23)cc1,89µM*
CC(C)C(=O)N1CCC2(CC1)OC(=O)N(Cc1ccccc1F)C2(C)c1ccccc1 (configuration not stated),-9%[86.2 µM]
COc1ccc(C2=NOC(Cc3cc(OC)c4c(c3OC)OCO4)C2)cc1 (configuration not stated),-9%
CCOC(=O)C1=CN(CC(=O)Nc2cc(C)ccc2C)S(=O)(=O)N=C1C,24%
COc1ccc(Cl)cc1C(=O)Nc1ccc(-c2nnc3n2CCCCC3)cc1,?
O=C(Nc1ccccc1C(=O)NCC12CC3CC(CC(C3)C1)C2)c1ccccc1,-1%
COc1ccc(C(=O)N2CC(N(C3CCOCC3)S(C)(=O)=O)C2)cc1OC,11%
COc1cc(OC)c(OC)cc1/C=C/c1nc2cc3ccccc3cc2c(=O)n1-c1ccc(Cl)cc1,?
O=C(NCCc1nnc2ccc(NCc3ccc(F)cc3)nn12)c1ccccc1,?
COc1ccccc1CNC(=O)N1CCN(Cc2ccc(Br)s2)CC1,12%
Cn1c(CN2CCCCC2)nc2cc(NC(=O)COc3ccccc3)ccc21,-7%
CCCCCOc1ccc(Cn2c(=O)oc3ccc(C)cc32)cc1OC,-23%
CCC(CC)C(=O)Nc1ccc([C@@H](O)[C@H]2COCC(=O)N2Cc2ccccc2)cc1,-4%[86.2 µM]
O=Cc1ccc(N2CCN(C(=O)c3ccc4c(c3)OCO4)CC2=O)cc1,?
COc1cccc(CN2CCc3c(cc(C(=O)Nc4ccccc4OC)n3C)C2)c1,-18%
COc1cccc(NCc2cccn2-c2nnc(N3CCC(C)CC3)s2)c1,-20%
Cc1ccc(Cl)cc1N1CCN(CC(=O)NC2CCS(=O)(=O)C2)CC1 (configuration not stated),6%
O=C(NS(=O)(=O)NC(=O)c1ccccc1)c1ccccc1,-10%
Cc1ccc(C)c(S(=O)(=O)NC(C)C(=O)NCc2ccccn2)c1 (configuration not stated),13%
COc1cc(NC(=O)C2Cc3ccccc3N2C(=O)c2ccccc2)cc(OC)c1 (configuration not stated),164%[activator]
CC(C)OCCCNC(=O)CN1C(=O)CSc2ccc(S(=O)(=O)N3CCOCC3)cc21,-9%
Cc1ccc2c(c1)N(CC(=O)NCCc1ccc(Cl)cc1)C(=O)c1cccnc1O2,-15%
Cc1c(Cl)cccc1Nc1nn2c(=O)c3ccc(C(=O)N(C)Cc4ccccc4)cc3nc2s1,-15%
COc1ccc(S(=O)(=O)Nc2c(C)nc3nc(C)[nH]n3c2=O)cc1,1%&-3%
CN(Cc1ccc(F)cc1)Cc1cn(-c2ccccc2)nn1,-11%
COc1cccc(-n2c(SCc3cccc(C)c3)nc3c([nH]c4ccccc43)c2=O)c1,?
O=C(c1nc(-c2ccc(Cl)cc2Cl)c2ccccn12)N1CCOCC1,89µM*
Cc1cc(C)c2oc(C(=O)Nc3ccc(OC(F)F)cc3)cc(=O)c2c1,15%
COc1ccc(Cn2nc3n(c2=O)-c2ccccc2OC3)cc1,-6%
O=C(COC(=O)c1c[nH]c2ccccc12)Nc1ccc(N2CCOCC2)cc1,-4%
COCC(C)N(C)C(=O)c1ccc2c(c1)NC(=O)CS2 (configuration not stated),-5%
CCC(C)c1ccc(NC(=O)COC(=O)CCNC(=O)c2ccco2)cc1 (configuration not stated),3%
Cc1ccc(NC(=O)NNC(=O)COc2ccc(Cl)cc2)cc1,-2%
C=CCNC(=O)C/C(C)=N/NC(=O)C(C)C,4%
Nc1nc2c(c(=O)[nH]1)C(c1ccccc1)C1=C(N2)c2ccccc2C1=O (configuration not stated),1%
COc1ccc(-n2c3c(c(=O)[nH]c2=O)CN(C2CCCC2)CN3)cc1Cl,-25%
Cc1c(Cl)c(C(=O)N2C[C@@H](CN3CCCN(C)CC3)[C@@H](CO)C2)nn1C,-20%
COc1ccc(NS(=O)(=O)c2cccc(C(=O)Nc3ccc4oc(C)nc4c3)c2)cc1,16%
CN(C)C(=O)N1CCN(c2ccc(Cl)nn2)C(=O)C1,9%[149 µM]
O=C(NCc1ccc2sccc2c1)C1CC(=O)N(C2CC2)C1 (configuration not stated),44%[activator]
C=C(C)Cn1c(N2CCN(CC(=O)OCC)CC2)nc2c1c(=O)[nH]c(=O)n2C,8%
CCOC(=O)C(NC(=O)c1ccc(C)cc1)C(=O)OCC,14%
# (continued)
SMILES,KDM5B inh
COc1ccccc1-c1cc2nc(C)c(CCC(=O)Nc3cc(C)ccc3C)c(C)n2n1,-17%
CCNC(=O)c1ccc(-c2cc(NC3CCCC3)nc3[nH]ccc23)nc1,?
COc1ccc(NC(=O)CSc2nccn2Cc2ccc3c(c2)OCO3)cc1,-20%
N#Cc1ncn(CC(=O)Nc2ccc(Br)cc2Cl)n1,10%
COc1ccc(-n2nc(C)c3c2NC(=O)CC3c2ccc(OC)c(OC)c2)nn1 (configuration not stated),8%
O=C(O)c1cc2cn(C3CCCC3)cc2s1,16µM*
COc1cccnc1C(=O)N1CCC(N2CCCC(C(=O)N3CCCC3)C2)CC1 (configuration not stated),?
O=C1C(c2ccccc2)CC2(CCN(Cc3cccc(O)c3)CC2)CN1C1CC1 (configuration not stated),-17%
CCOc1ccccc1C(=O)N1CCN(C(=O)c2nnn3c2COC(c2ccc(Cl)cc2)C3)CC1 (configuration not stated),30%
CN(C)CCOCC1(C)COc2ccc(C(=O)NCc3cccc(F)c3)cc2N1 (configuration not stated),40µM*

# Part of the list above in order of number of heavy atoms, ascending.
SMILES,KDM5B inh
O=C(O)c1cc2cn(C3CCCC3)cc2s1,16µM*
N#Cc1ncn(CC(=O)Nc2ccc(Br)cc2Cl)n1,10%
COc1ccccc1-c1cc2nc(C)c(CCC(=O)Nc3cc(C)ccc3C)c(C)n2n1,-17%

# Carrying on.
SMILES,KDM5B inh
c1ccc(NCCn2cc(-c3cncnc3)nn2)cc1,-11%
O=C1CSC2(C(=O)N(Cc3ccccc3)c3ccccc32)N1c1cccc(F)c1 (configuration not stated),-19%
O=C(CCc1c[nH]c2ccccc12)NCC(=O)N1CCCCCCNC(=O)CC1c1ccccc1 (configuration not stated),-14%
CCOC(=O)c1c(S(=O)(=O)NCC(=O)N2CCN(c3ccccc3OC)CC2)c(C)n(C)c1C,-15%
O=C(c1ccccc1)N1CCC2(CNc3ccccc3[S+](=O)([O-])N2)C1 (configuration not stated),-17%

# Of the compounds above, 12 have an NH in an aromatic ring.
SMILES,KDM5B inh
O=C(NCC1CCN(c2cc(-c3ccccc3)[nH]n2)CC1)c1ccc(=O)[nH]c1,-27%
Cc1nc(-c2cccnc2)[nH]c(=O)c1CC(=O)N(C)C(C)C(C)(C)C (configuration not stated),6%
Cc1cccc(Cn2nnc3c(=O)[nH]c(C4CCN(C(=O)c5ccccc5F)CC4)nc32)c1,4%
CCOc1ccccc1NC(=O)C(CC)Sc1nc2ncccc2[nH]1 (configuration not stated),1%
COc1ccc(S(=O)(=O)Nc2c(C)nc3nc(C)[nH]n3c2=O)cc1,1%&-3%
COc1cccc(-n2c(SCc3cccc(C)c3)nc3c([nH]c4ccccc43)c2=O)c1,?
O=C(COC(=O)c1c[nH]c2ccccc12)Nc1ccc(N2CCOCC2)cc1,-4%
Nc1nc2c(c(=O)[nH]1)C(c1ccccc1)C1=C(N2)c2ccccc2C1=O (configuration not stated),1%
COc1ccc(-n2c3c(c(=O)[nH]c2=O)CN(C2CCCC2)CN3)cc1Cl,-25%
C=C(C)Cn1c(N2CCN(CC(=O)OCC)CC2)nc2c1c(=O)[nH]c(=O)n2C,8%
CCNC(=O)c1ccc(-c2cc(NC3CCCC3)nc3[nH]ccc23)nc1,?
O=C(CCc1c[nH]c2ccccc12)NCC(=O)N1CCCCCCNC(=O)CC1c1ccccc1 (configuration not stated),-14%
